# Screens (PubChem)
# MC4R antag cAMP: blocks human MC4R cAMP signaling; 360,000 tested, 0.48% active; MC4R-expressing cells, MTII-stimulated cAMP, LANCE TR-FRET; inhibition, % at 6.5 µM; AID 540295;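 active means inhibition above its plate's cutoff, the mean of tested wells on that plate plus 3 SD, cut at about 29% in these data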;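 further: 0% = Melanotan II alone and 100% = Melanotan II plus saturating MCL0020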
#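 Assay system: U2OS-MC4R stable cell line; Also added: Melanotan II; Technique: Eu-cAMP/anti-cAMP TR-FRET, emission 671 nm; Times: 30-min compound, 1-h challenge, 1-h detection, room temperature.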
# TLR9-MyD88 block: inhibitors of human TLR9-MyD88 binding; inhibition, % at 4.98 µM; AID 504734; CHO BLA complementation TLR9-MyD88, CCF4 FRET ratio; Q9NR96+Q99836; 340,000 tested, 0.21% active;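 active means inhibition above the mean over all tested compounds plus 3 SD, cut at about 21% in these data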;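 further: 0% = DMSO only wells and 100% = clavulanate BLA inhibitor control wells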
# ABCB6 inh MLPCN: inhibitors of human ABC transporter ABCB6; Q9NP58; K562-ABCB6 porphyrin accumulation, flow cytometry, 1 h; hits give low values; fluorescence ratio to DMSO, % at 10 µM; 360,000 tested, 0.19% active; AID 602162;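 active means fluorescence ratio to DMSO below 75%, the collection mean minus 3 SD; inconclusive means too few cells collected in the well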;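 further: signal is porphyrin accumulated inside mitochondria; 100% equals median channel fluorescence of DMSO control wells; lower ratio means ABCB6 inhibition with less porphyrin fluorescence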
# Target sequence (Q9NP58 whole entry, looked up): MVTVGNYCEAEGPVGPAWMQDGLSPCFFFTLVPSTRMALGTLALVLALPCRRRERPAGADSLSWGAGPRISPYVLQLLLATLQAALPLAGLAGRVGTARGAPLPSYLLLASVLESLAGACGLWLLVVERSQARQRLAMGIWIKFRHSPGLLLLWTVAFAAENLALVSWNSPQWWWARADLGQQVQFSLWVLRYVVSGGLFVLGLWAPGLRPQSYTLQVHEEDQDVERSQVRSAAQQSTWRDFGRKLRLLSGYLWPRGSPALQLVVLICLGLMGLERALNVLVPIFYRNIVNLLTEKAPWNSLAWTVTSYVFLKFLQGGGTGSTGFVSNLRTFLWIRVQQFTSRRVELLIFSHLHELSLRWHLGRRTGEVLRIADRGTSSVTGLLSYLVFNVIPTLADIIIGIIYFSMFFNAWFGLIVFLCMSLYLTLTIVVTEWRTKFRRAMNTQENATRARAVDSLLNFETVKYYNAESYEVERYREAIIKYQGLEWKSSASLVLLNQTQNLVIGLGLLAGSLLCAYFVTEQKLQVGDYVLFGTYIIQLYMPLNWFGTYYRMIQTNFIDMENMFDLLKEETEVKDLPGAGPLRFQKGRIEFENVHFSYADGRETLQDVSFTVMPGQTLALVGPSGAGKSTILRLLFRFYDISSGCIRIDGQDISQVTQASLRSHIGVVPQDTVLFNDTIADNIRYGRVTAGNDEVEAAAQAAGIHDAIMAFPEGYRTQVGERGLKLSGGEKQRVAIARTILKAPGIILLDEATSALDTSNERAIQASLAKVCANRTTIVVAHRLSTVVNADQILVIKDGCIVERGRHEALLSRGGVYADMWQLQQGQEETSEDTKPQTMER
# Granule exo inh: blocks lytic granule exocytosis | TALL-104 LAMP-1 surface exposure, flow cytometry; cells stimulated with thapsigargin and PMA | inhibition, % at 10 µM | 360,000 tested, 0.66% active;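 active means inhibition above about 55%, limit read from the data; inconclusive means no clear call, values can overlap the other calls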
# NOD2-RIPK2 inh: inhibitors of human NOD2-RIPK2 interaction; O43353; CHO BLA complementation NOD2-RIPK2, CCF4 ratio; inhibition, % at 4.98 µM; 360,000 tested, 0.38% active; AID 624267; in the data active means inhibition above about 21%;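 further: 0% = vehicle only and 100% = reference blocker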
# Glyco luc inh: N-linked glycosylation inhibition | 360,000 tested, 0.23% active | D54 ERlucT glycosylation luciferase reporter, 24 h; percent of 100 nM tunicamycin response | reporter increase, % at 12.5 µM;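 active means mean luciferase reporter signal, scaled so untreated is 0 and the glycosylation-blocking control 100, at or above a set limit in every replicate; inconclusive means mean reaches the limit but not every replicate does; inactive means mean below the limit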;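 further: luciferase carries N-glycosylation sites so blocking glycosylation raises the light; 0% = median of neutral control wells and 100% = median of 100 nM tunicamycin wells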
# aDG glyco up: increases alpha dystroglycan glycosylation. Pro5-aDG cells, alpha-DG glycosylation AlphaScreen (IIH6); 0% Pro5, 100% B10-LARGE cell signal. activation, % at 10 µM. 360,000 tested, 0.22% active. AID 624168;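 active means activation of at least 8% versus controls, or a plate z-score of at least 8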;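 further: Pro5 are CHO cells carrying HIG-tagged alpha-DG that lacks glycosylation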
# MC4R ag barr: agonists of human melanocortin 4 receptor (MC4R) beta-arrestin. P32245. U2OS MC4R beta-arrestin complementation, luminescence; percent of melanotan II response, DMSO zero. activation, % at 8.9 µM. 360,000 tested, 0.98% active. AID 540308;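 active means activation above a per-plate cutoff, the mean activation of sample wells on that plate plus 3 SD, cut at about 8% in these data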
# Vif imaging: HIV Vif inhibition; HEK293T cells, Vif self-association by quenched fluorescence, imaging, 24 h; inhibition, % at 7.49 µM; 340,000 tested, 0.35% active; in the data active means inhibition above about 50%, passing the limit was not always enough; inconclusive means no clear call, values can overlap the other calls; inactive means below about 31%; further: some results filed as inactive read as strong as hits
# ABHD5 PLIN5 PPI: ABHD5-PLIN5 protein interaction inhibition. Split G. princeps luciferase complementation, luminescence, 4 h. inhibition, % at 4 µM. AID 602281. Q00G26+Q8WTS1. 360,000 tested, 0.78% active;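 active means inhibition above the mean inhibition across every tested compound plus 3 SD, cut at about 22% in these data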;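 further: 0% = DMSO only wells and the 100% control is not disclosed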
# Active calls of the source: *; ? = inconclusive; · = no result given. The list is partial; count on the stated rates, not on these rows.
SMILES,MC4R antag cAMP,TLR9-MyD88 block,ABCB6 inh MLPCN,Granule exo inh,NOD2-RIPK2 inh,Glyco luc inh,aDG glyco up,MC4R ag barr,Vif imaging,ABHD5 PLIN5 PPI
Cc1ccc(OCCn2cccc2/C=C2/C(=O)NC(=O)N(Cc3ccco3)C2=O)cc1,3,8,103,4,-4,2,-0.2,-2.2,1,2
CCN(CC)c1ccc(N=Cc2c(O)[nH]c(=O)[nH]c2=O)cc1,-16,1,102,7,7,8,-0.1,0.5,-8,-8
CN1CCN(c2ccc(N)cc2)CC1,-3,-9,100,4,-7,5,-0.1,-1.0,6,-8
CSc1ccc(C(=O)C2CCCN(C)C2)cc1 (configuration not stated),0,-3,93,1,5,-3,0.0,-3.7,-5,0
COC(=O)C1=C(c2ccc(OCc3ccccc3)cc2)C[C@@H]2CC[C@H]1N2C(=O)NCc1ccc(C(C)(C)C)cc1,15,-15,95,8,-8,-6,0.3,-1.9,0,-9
COc1ccc(NC(=O)N2CCC3(CC2)OCCO3)c(OC)c1,4,3,81,-2,-6,5,-0.2,-2.7,6,1
CNc1cc(N2CCN(C)CC2)ccc1[N+](=O)[O-],2,-12,100,1,2,1,-0.2,-2.9,5,3
Cc1cc(C=C2C(=O)N(C)C(=S)N(C)C2=O)c(C)n1C1CCCC1,3,-1,99,2,-14,2,0.0,-1.8,·,0
Cc1nc2ccccc2n1C1CCN(Cc2nnnn2CCc2ccccc2)CC1,-6,-14,98,0,3,2,0.4,0.1,9,10
Cc1ccc(N2C(=O)NC(=O)C3(Cc4ccccc4N4CCN(c5ccccc5)CC43)C2=O)cc1 (configuration not stated),-7,6,101,-3,-1,-3,-0.3,-0.6,-1,4
OC(CN1CC=C(c2ccccc2)CC1)c1ccccc1 (configuration not stated),8,-5,80,7,-9,5,0.7,-1.4,0,0
Cc1nonc1-c1nc(-c2nonc2N)n[nH]1,-5,-15,104,-1,1,2,0.0,1.5,-1,0
CNCCc1ccc(O)c(O)c1,-14,-4,101,-4,-14,1,0.2,-1.0,37,-4
Clc1cccc(NC2=NCCS2)c1,2,3,99,-9,-13,1,0.1,-0.5,-1,-2
CCN(CC)CCN=Cc1c(O)n(CCC2=CCCCC2)c(=O)[nH]c1=O,4,2,103,-3,3,1,0.0,1.4,-6,-3
CC(N)Cc1c[nH]c2ccc(OCc3cccs3)cc12 (configuration not stated),13,-3,111,4,-1,-5,0.2,0.6,16,2
CN(C)C(=O)Oc1ccc([N+](=O)[O-])cc1,12,5,98,-2,0,1,-0.1,0.1,30,0
COc1ccc(CNCCc2ccc(Cl)cc2Cl)cc1,7,-1,99,-8,-9,1,-0.1,-1.8,1,-1
CCOC(=O)C1CCN(C(C)C(=O)c2c[nH]c3ccccc23)CC1 (configuration not stated),8,3,98,16,-1,0,0.0,0.6,-18,4
CN1C(=O)C(C2c3ccccc3C(=O)N2Cc2ccccc2)C(=O)N(C)C1=O (configuration not stated),2,2,100,0,-2,0,0.1,-1.8,7,0
CCN1CCN(Cc2cc(Br)ccc2O)CC1,-2,-7,96,10,2,0,0.2,-0.7,4,4
COc1ccc(OC(=O)N(C)C[C@@H]2OCc3cnnn3CCCC(=O)N([C@H](C)CO)C[C@@H]2C)cc1,23,4,95,0,-8,2,0.6,1.8,-16,-7
O=C(NN=Cc1ccc(N(CCCl)CCCl)cc1)c1cc(=O)[nH]c(=O)[nH]1,2,13,99,2,0,0,0.1,0.5,3,0
C=CC12CN(C)C3C4COC(CC41)C1(C(=O)Nc4ccccc41)C32 (configuration not stated),12,·,103,1,-5,-2,0.1,-1.0,5,-6
COC(=O)C1=COC(C)C2CN3CCc4c([nH]c5cc(OC)ccc45)C3CC12 (configuration not stated),3,·,121,-3,3,-1,-0.3,2.9,27,-1
COc1ccc(CC(=O)C2C(=O)N(C)c3ccccc32)cc1OC (configuration not stated),-4,-8,98,-13,-18,0,-0.1,-0.6,-6,-8
NC(=O)Cn1cc(C(=O)c2ccccc2)c2ccccc21,2,1,98,-1,-8,1,-0.1,-2.1,-3,-4
COc1ccc(NC(=O)CN2C3CCC2CC(O)(c2cccnc2)C3)cc1OC (configuration not stated),-4,2,103,-1,1,0,-0.2,-0.3,·,-3
COc1ccccc1CN1CCCC(C(=O)c2ccccc2OC)C1 (configuration not stated),22,0,99,6,14,-1,0.1,0.4,0,4
C=CCN1CC[C@@]2(C)c3cc(O)ccc3CC1[C@@H]2C,6,0,109,-3,-6,-2,-0.2,-0.4,17,3
CCCCCCC(C)(C)c1ccc([C@@H]2C[C@H](O)CC[C@H]2CCCO)c(O)c1,14,-10,99,13,-4,-3,0.5,5.1,-3,0
CCOC(=O)C1(c2ccccc2)Oc2ccccc2C(c2ccc(OC)cc2)=C1C(=O)OC (configuration not stated),8,-3,91,-4,-5,-4,-0.1,-2.0,0,-7
COc1ccccc1N=Nc1c(O)[nH]c(=S)[nH]c1=O,-40,-1,101,-2,-12,8,0.1,0.7,-7,12
Cc1ccc(C(=O)N/C(=C\Cl)P(=O)(c2ccccc2)c2ccccc2)cc1,9,-79,102,-2,-2,-1,-0.2,-0.6,3,-2
CSc1ncc(/C=C2/C(=O)NC(=O)N(C)C2=O)cn1,5,4,96,-3,-6,1,-0.2,-2.7,·,-2
Cc1ccc(-c2cc(C(F)F)n3ncc(C(=O)N4CCC5(CC4)OCCO5)c3n2)cc1,5,-7,100,2,-1,6,0.5,-2.7,·,2
O=C(Nc1ccc(Cl)cc1)OC1CN2CCC1CC2 (configuration not stated),14,10,93,0,10,-7,0.0,-0.6,14,3
Cc1ccc(N(C)C(=O)Oc2cccc3ccc(C)nc23)cc1,-3,0,97,-2,-9,-3,0.0,-0.6,-6,2
Cn1c(O)c(C=NCCOc2ccc(Cl)cc2)c(=O)n(C)c1=O,-6,-17,95,-1,6,1,0.2,0.6,-5,2
COc1cc2c(cc1OC)-c1c(OC)c(OC)cc3c1C(C2)N(C)CC3 (configuration not stated),-8,-4,110,7,5,-1,1.0,-0.3,-2,-9
Cc1ccc(C(O)(C(=O)OC(C)C)C(O)c2ccc(F)cc2)cc1 (configuration not stated),·,·,·,-8,0,·,0.3,·,·,-14
CCOc1cc(/C=C2\C(=O)NC(=O)N(CCc3ccc(F)cc3)C2=O)ccc1O,-2,2,97,2,-21,4,1.0,0.9,-7,-4
CC(=O)Nc1cc(C(=O)N2CCC3(CC2)OCCO3)ccc1Sc1ccc(F)cc1,8,3,95,1,1,2,-0.1,-3.3,1,0
Cc1ccc(OCC(=O)N2CCN(Cc3ccc4c(c3)OCO4)CC2)cc1C,-2,2,98,3,0,-1,-0.4,-2.9,-6,4
O=C(/C=C/c1ccccc1)NC(=S)N1C[C@H]2C[C@H](C1)c1cccc(=O)n1C2,3,13,102,-6,-9,1,0.1,0.0,-6,-3
COC(=O)C1=C(c2ccc(C(C)=O)cc2)C[C@@H]2CC[C@H]1N2C(=O)NCc1ccc2c(c1)OCO2,9,-9,96,2,10,-3,-0.1,0.4,3,-9
COc1cc2c(cc1OC)C1[C@H]3C(=CC[C@H]1OC2O)CCN3C (some centres not stated),10,-5,105,54,-17,-1,0.0,0.6,-4,-6
Cc1ccccc1N1C(=O)NC(=O)/C(=C\c2cnn(-c3ccccc3)c2)C1=O,41*,11,94,28,1,5,-0.2,-2.5,8,14
O=C(c1ccccc1)c1cn(CC(=O)N2CCCC2)c2ccccc12,14,-1,98,0,-6,-2,-0.1,-0.3,-3,13
C[C@]12CC[C@H](O)CC1=CCC1C2CC[C@@]2(C)C1C[C@@H]1CC(=O)O[C@@H]12 (some centres not stated),2,6,93,6,-1,-4,0.4,-2.3,0,13
# (list continues)
SMILES,MC4R antag cAMP,TLR9-MyD88 block,ABCB6 inh MLPCN,Granule exo inh,NOD2-RIPK2 inh,Glyco luc inh,aDG glyco up,MC4R ag barr,Vif imaging,ABHD5 PLIN5 PPI
Cc1c(C)c2ccc(OCC(=O)N3C[C@H]4C[C@@H](C3)c3cccc(=O)n3C4)cc2oc1=O,-1,-8,98,3,-7,-3,0.4,1.7,4,14
O=C1CNC(c2ccccc2Cl)c2cc(Br)ccc2N1 (configuration not stated),-1,-2,93,6,-7,2,-0.1,-1.7,3,0
Cc1ccc(-c2cc(-c3ccc(C)cc3)[n+](-c3ccc(C(=O)[O-])cc3)c(-c3ccc(C)cc3)c2)cc1,0,4,97,-4,-5,7,0.8,0.4,-2,6
COc1ccc2nc(NC(=O)CCc3nc(C4=CCN(C)CC4)no3)sc2c1,18,4,96,3,-6,-8,0.0,-1.7,1,4
O=C(Cc1ccccc1)OCCN1CCCCC1,1,0,90,-2,4,0,0.1,3.3,-2,-3
COC(=O)C1=C(c2ccc(F)cc2F)C[C@@H]2CC[C@H]1N2C(=O)NCC1CC1,-8,-2,100,6,-3,0,0.2,0.6,16,5
CCN1C[C@]2(COC)CC[C@H](O)[C@@]34C5C[C@H]6[C@H](O)C5[C@](O)(C[C@H]6OC)[C@@H]([C@H](OC)C23)[C@@H]14 (some centres not stated),-2,·,102,0,-5,2,0.0,-0.2,2,1
CC1=Nc2ccccc2/C1=C/c1c(O)[nH]c(=O)[nH]c1=O,5,2,112,-4,-1,1,-0.1,-0.2,?,-14
CCOP(=S)(OCC)SCC(=O)NC(C)(CC)C(=O)O (configuration not stated),5,-12,85,0,-6,1,0.0,-1.5,8,-10
COc1ccc2c(C)c(CC(=O)N3C[C@H]4C[C@@H](C3)c3cccc(=O)n3C4)c(=O)oc2c1C,0,-6,96,-6,7,3,0.2,-1.3,-2,1
Clc1ccc2c(c1)C(c1ccccc1Cl)=NCc1nncn1-2,0,-4,81,-2,-13,1,0.7,1.3,-29,9
CC(NC1CCCCC1)C(O)C12CC3CC(CC(C3)C1)C2 (configuration not stated),7,7,94,-10,-1,0,0.0,5.0,2,5
CN(C)C1(CNC(=O)c2ccc(Cl)c(S(=O)(=O)NCc3ccco3)c2)CCCCC1,-2,-1,95,13,-3,-1,0.0,-2.0,0,-9
CCOc1ccc(NC(=O)CCNC(=O)N2C[C@H]3C[C@@H](C2)c2cccc(=O)n2C3)cc1,7,-1,94,4,1,1,0.1,1.1,1,-1
CCCCn1nnnc1C(c1cccc2ccccc12)N1CCC2(CC1)C(=O)NCN2c1ccccc1 (configuration not stated),·,·,92,5,-6,-4,-0.1,·,-3,4
O=C(CCC(=O)N1CCC2(CC1)OCCO2)Nc1nnc(C(F)(F)F)s1,10,3,99,-2,3,4,0.2,-0.7,7,3
O=C(Cn1c(NCCCl)nc2ccccc21)c1ccc(Br)cc1,9,0,99,3,6,-3,0.5,-0.9,0,3
CCOC(=O)[C@]12Cc3cc(OC)ccc3[C@H]1N(C)C(=O)c1ccccc12,·,·,97,0,-14,·,-0.1,·,·,0
